Growth percent in the NCI-60 one-dose screen (48 h, 10 µM unless noted): 100 = growth as untreated, 0 = no growth, -100 = all killed.
SNB-75: SNB-75 CNS cancer; 79,000 compounds, 5% hits; AID 1794750
SW-620: SW-620 colon cancer | AID 1794795 | 82,000 compounds, 5.2% hits
COLO 205: COLO 205 colon cancer | 79,000 compounds, 7.3% hits | AID 1794742
NCI-H322M: NCI-H322M lung cancer; 80,000 compounds, 2.7% hits
HCC-2998: HCC-2998 colon cancer. 79,000 compounds, 4.7% hits
HCT-15: HCT-15 colon cancer; 82,000 compounds, 5.2% hits
HCT-116: HCT-116 colon cancer; 82,000 compounds, 7.3% hits; AID 1794798
HT29: HT29 colon cancer | 81,000 compounds, 7.4% hits | AID 1794748
KM12: KM12 colon cancer cells; 82,000 compounds, 5% hits
* = called active by the depositor; · = no result given; & = joins results of further samples. Rule for the calls: active = growth percent below 10; inactive = the rest.

Each structure is followed by: SNB-75 | SW-620 | COLO 205 | NCI-H322M | HCC-2998 | HCT-15 | HCT-116 | HT29 | KM12
1. O=C(Cc1ccccc1)NCCCN(CCc1ccccc1)CCc1ccccc1
  86 | 83 | 89 | 99 | 94 | 82 | 65 | 76 | 95
2. Clc1ccc2c(NCCCN3CCN(c4nc(N5CCOCC5)nc5ccccc45)CC3)ccnc2c1
  89 | -20* | · | 30 | -58* | -33* | -0.8* | -19* | 25
3. O=C(Nc1nc2c(s1)CCc1c-2c(Br)n(Cc2ccccc2)c1-c1ccccc1)c1ccccc1
  88 | 98 | 107 | 95 | 105 | 94 | 96 | 96 | 98
4. CSCCC(NS(=O)(=O)Cc1ccccc1)C(=O)O (configuration not stated)
  83&85 | 102&100 | 106&124 | 103&102 | 93&102 | 103&100 | 95&102 | 91&111 | 96&103
5. O=C(CN1C=NC2C(N3CCOCC3)=NC=NC21)c1cccc2ccccc12 (configuration not stated)
  · | 96 | 119 | 99 | 120 | 96 | 102 | 111 | 102
6. CC(C)[C@@]12c3[nH]c4ccccc4c3CCN1C(=O)[C@H]2Oc1ccc(Cl)cc1
  101 | 91 | 102 | 104 | 94 | 94 | 80 | 86 | 92
7. COc1ccc(NC(=O)Nc2ccc(OCC(=O)c3ccc(Cl)cc3)cc2)cc1
  78 | 109 | 111 | 96 | 111 | 111 | 102 | 110 | 101
8. O=C1c2cccc3cccc(c23)C(=O)N1Nc1nc(Nc2ccc(F)cc2)nc(N2CCOCC2)n1
  66 | 100 | 131 | 114 | 107 | 100 | 95 | 110 | 100
9. CCOC(=O)Cn1c(-c2ccc(C)cc2)nc2cc3nc4ccccc4nc3cc21
  99 | 116 | 108 | 112 | 113 | 93 | 109 | 119 | 108
10. COC(=O)c1ccc(CSc2nnc(-c3ccncc3)o2)cc1
  82 | 108 | · | 93 | 110 | 108 | 98 | 109 | 109
11. C=CCn1c(SCC(=O)Nc2ccc(C(=O)/C=C/c3cc(OC)c(OC)c(OC)c3)cc2)nnc1-c1ccc(Cl)cc1
  20 | 12 | 32 | 56 | -8.4* | -1.5* | -62* | -43* | 9.4*
12. O=C1NC(=S)NC(=O)C1CC(=O)n1cnc2ccccc21
  73 | 105 | 103 | 104 | 102 | 106 | 92 | 107 | 102
13. C=CCN1C(=S)N(/N=C/C=C/CCC)[C@]23C(=O)c4ccccc4[C@]12OC(N)=C3C#N
  71 | 112 | 115 | 92 | 109 | 82 | 94 | 82 | 102
14. CCN(CC)CC#CCOC(=O)[C@]1(C)CCC[C@]2(C)[C@H]3C[C@H]4C(C(C)C)=C[C@]3(CC[C@H]21)[C@@H]1C(=O)CCC(=O)[C@@H]14
  55 | 55 | 36 | 88 | 75 | 43 | 36 | 5.1* | 52
15. Cc1cc2nc3c4cc(C=O)ccc4n(CCN(C)C)c3nc2cc1C
  28 | 1.6* | -16* | 21 | 41 | 2.8* | 10 | 6.7* | 26
16. COC(=O)CCCCCCCCC(C)c1ccccc1 (configuration not stated)
  113 | 107 | 112 | 127 | 105 | 101 | 115 | 91 | 112
17. COc1ccc2c(c1)C=C1CCCCC3=Cc4cc(OC)ccc4OC13O2
  104 | 105 | 121 | 95 | 92 | 105 | 100 | 102 | 103
18. COc1ccc(/C=C2\Oc3cc(OCCCN4CCCC4)ccc3C2=O)cc1
  · | 77 | 94 | 93 | 91 | 26 | 56 | 17 | 83
19. Brc1ccc2[nH]c(-c3cn(Cc4ccccc4)c4ncccc34)nc2n1
  107 | 95 | 97 | 103 | 106 | 93 | 81 | 97 | 103
20. COc1cc(-c2nc(-c3ccccc3)[nH]c2-c2ccnc(NCCCNS(=O)(=O)c3ccc(Br)cc3)n2)ccc1F
  88 | 51 | 32 | 64 | 85 | 26 | 28 | 26 | 34
21. Cc1cccc(C)c1N=c1oc2ccc(Cl)cc2nc1-c1ccccc1O
  87 | 91 | 90 | 89 | 94 | 89 | 77 | 80 | 99
22. NC(=S)N=Nc1ccc(O)cc1
  86 | 110 | 117 | 105 | 119 | 96 | 104 | 105 | 125
23. COc1ccc(C(=O)COc2ccc(/C=C3\CCc4cc(OC)ccc4C3=O)cc2)cc1
  95 | 103 | 136 | · | 115 | 98 | 91 | 91 | ·
24. Brc1ccc2[nH]cc(-c3csc4nc(-c5ccccc5)cn34)c2c1
  73 | 79 | 91 | 90 | 100 | 56 | 80 | 100 | 56
25. Clc1nc2ccccc2cc1Cn1nnc(Cc2ccccc2)n1
  55 | 87 | 83 | · | 81 | 65 | 35 | 72 | 66
26. CC(=O)NC(C)(C)C1(C)CCC(=O)N1 (configuration not stated)
  102 | 109 | 103 | 100 | 81 | 101 | 89 | 107 | 106
27. C1CCC(N2CCN(C3CCCCC3)CC2)CC1
  103 | 100 | 103 | 100 | 95 | 116 | 95 | 113 | 101
28. COc1ccc(C(=O)c2sc3nc4c(c(-c5cccnc5)c3c2N)CCCC4)cc1OC
  56 | 107 | 95 | 100 | 110 | 73 | 88 | 74 | 76
29. CCCC(=O)N(C(C)C)C(C)C
  82 | 101 | 104 | 108 | 101 | 100 | 104 | 102 | 103
30. CC1(C)OC(=O)CC1=O
  94 | 100 | 100 | 108 | 100 | 110 | 103 | 93 | 102

3 structures from above, ordered by SMILES length, highest first:
Each structure is followed by: SNB-75 | SW-620 | COLO 205 | NCI-H322M | HCC-2998 | HCT-15 | HCT-116 | HT29 | KM12
14. CCN(CC)CC#CCOC(=O)[C@]1(C)CCC[C@]2(C)[C@H]3C[C@H]4C(C(C)C)=C[C@]3(CC[C@H]21)[C@@H]1C(=O)CCC(=O)[C@@H]14
  55 | 55 | 36 | 88 | 75 | 43 | 36 | 5.1* | 52
17. COc1ccc2c(c1)C=C1CCCCC3=Cc4cc(OC)ccc4OC13O2
  104 | 105 | 121 | 95 | 92 | 105 | 100 | 102 | 103
30. CC1(C)OC(=O)CC1=O
  94 | 100 | 100 | 108 | 100 | 110 | 103 | 93 | 102

(further entries)
Each structure is followed by: SNB-75 | SW-620 | COLO 205 | NCI-H322M | HCC-2998 | HCT-15 | HCT-116 | HT29 | KM12
31. O=Cc1ccc2nc(C(Cl)(Cl)Cl)ccc2c1
  100 | 98 | 115 | 92 | 109 | 101 | 97 | 102 | 100
32. N#Cc1nc2c(S(=O)(=O)c3ccc(Cl)cc3)c(N)n(CCCN3CCOCC3)c2nc1C#N
  73 | 30 | 57 | 99 | 86 | 60 | 40 | 71 | 87
33. CC1=Cc2cc(Cl)ccc2OC12C=Cc1cc(Cl)ccc1O2 (configuration not stated)
  94 | 102 | 116 | 104 | 111 | 96 | 104 | 108 | 101
34. Fc1ccc(C2=NN(c3ccccc3)C(c3cccc(Nc4ccnc5cc(C(F)(F)F)ccc45)c3)C2)cc1 (configuration not stated)
  85 | 94 | 94 | 94 | 96 | 81 | 65 | 74 | 83
35. Cc1cc(=O)oc(C)c1C(=O)O
  103 | 103 | 119 | 123 | 103 | 109 | 109 | 104 | 107
36. NNC(=O)NC(N)=O
  104 | 105 | 105 | 110 | 106 | 98 | 103 | 100 | 96
37. Cc1nc([N+](=O)[O-])c(Sc2nncc(-c3ccccc3)n2)n1C
  77 | 77 | 74 | 92 | 98 | 68 | 53 | 85 | 104
38. CNC(C)C(Nc1cc(OC)cc2cccnc12)c1ccccc1 (configuration not stated)
  79 | 89 | 99 | 109 | 96 | 100 | 88 | 77 | 95
39. COc1ccc(/C=C2\SC(=S)NC2=O)cc1OC
  58 | 97 | 102 | 98 | 81 | 89 | 82 | 95 | 99
40. CC(C)COC(=O)NC1c2ccccc2Oc2ccccc21
  83 | 92 | 108 | 83 | 102 | 103 | 98 | 98 | 99
41. Cc1c(C(c2ccccc2)c2[nH]c3ccccc3c2C)[nH]c2ccccc12
  71 | 94 | 88 | 104 | 108 | 90 | 70 | 86 | 94
42. CC1(C)[C@@H](O[C@@H]2OC[C@@H](O[C@@H]3O[C@H](CO)[C@@H](O)[C@H](O)[C@H]3O[C@@H]3OC[C@@H](O)[C@H](O)[C@H]3O)[C@H](O)[C@H]2O[C@@H]2O[C@H](CO)[C@@H](O)[C@H](O)[C@H]2O)CC[C@]2(C)[C@H]3CC[C@]45OC[C@@]6(CC[C@](C)(C=O)C[C@H]64)[C@H](O)C[C@@]5(C)[C@]3(C)CC[C@@H]12
  -79* | -58* | -94* | -87* | -82* | -46* | -76* | -85* | -62*
43. CC1CC(O)CC(C)(C)C1 (configuration not stated)
  94 | 110 | 102 | 98 | 109 | 100 | 100 | 100 | 90
44. C=C1[C@@H](O)CC[C@@H]2[C@@](C)(CCc3ccoc3)[C@H](C)CC[C@@]12C
  97 | 107 | 110 | 97 | 99 | 108 | 106 | 100 | 111
45. Cc1ccccc1NC(=O)/C=C/c1ccc(OCCOc2ccc3c(C)cc(=O)oc3c2)cc1
  84 | 99 | 103 | 92 | 114 | 75 | 98 | 97 | ·
46. Cn1c(=N)oc(=O)c2ccccc21
  102 | 96 | 114 | 102 | 113 | 104 | 106 | 101 | 104
47. Cc1ccc(S(=O)(=O)NC2(C(=O)O)CCCC2)cc1
  98 | 107 | 107 | 128 | 110 | 110 | 108 | 118 | 113
48. O=C1/C(=C2\SC(=S)N(C3CCCCC3)C2=O)SC(=S)N1C1CCCCC1
  86 | 102 | 109 | 104 | 101 | 103 | 107 | 99 | 102
49. Cn1c(=O)c2c(nc(NN)n2C)n(C)c1=O
  113 | 104 | 106 | 111 | 91 | 104 | 100 | 104 | 107
50. Nc1ccc(/C=C2\NC(=O)NC2=O)c(Cl)c1
  96 | 109 | 96 | 105 | 90 | 101 | 89 | 81 | 110
51. Fc1ccc(Cc2nnc(NC(=S)Nc3ccccc3)s2)cc1
  94 | 110 | 118 | 96 | 113 | 99 | 105 | 108 | 99
52. Cc1nn(-c2ccc(Cl)cc2)c(=O)n1CCn1nnc2ccccc21
  109 | · | 104 | 105 | 106 | 104 | 102 | 98 | 115
53. O=c1oc2cc(OS(=O)(=O)c3ccccc3)ccc2c2c1CCCCCC2
  91 | 49 | 12 | 112 | 60 | 37 | 57 | 13 | 57
54. Cc1nc(NC(=O)COc2cccc(/C=C3\COc4ccccc4C3=O)c2)sc1C
  54 | -100* | 17 | 59 | · | -64* | -88* | -100* | -92*
55. COC(=O)C(=C\c1ccc2c(c1)OCO2)/C(=C/c1ccc2c(c1)OCO2)C(=O)OC
  88 | 110 | 102 | 97 | 95 | 98 | 93 | 89 | 102
56. COC(=O)[C@]12CC[C@@H](C(=O)/C=C/c3cccnc3)[C@@H]1[C@H]1CC[C@@H]3[C@@]4(C)CC[C@H](O)C(C)(C)[C@@H]4CC[C@@]3(C)[C@]1(C)CC2
  76 | 88 | 104 | 101 | 104 | 68 | 59 | 86 | 87

A different layout for 19 compounds above:
no. | Compound | SNB-75 | SW-620 | COLO 205 | NCI-H322M | HCC-2998 | HCT-15 | HCT-116 | HT29 | KM12
31 | O=Cc1ccc2nc(C(Cl)(Cl)Cl)ccc2c1 | 100 | 98 | 115 | 92 | 109 | 101 | 97 | 102 | 100
32 | N#Cc1nc2c(S(=O)(=O)c3ccc(Cl)cc3)c(N)n(CCCN3CCOCC3)c2nc1C#N | 73 | 30 | 57 | 99 | 86 | 60 | 40 | 71 | 87
33 | CC1=Cc2cc(Cl)ccc2OC12C=Cc1cc(Cl)ccc1O2 (configuration not stated) | 94 | 102 | 116 | 104 | 111 | 96 | 104 | 108 | 101
34 | Fc1ccc(C2=NN(c3ccccc3)C(c3cccc(Nc4ccnc5cc(C(F)(F)F)ccc45)c3)C2)cc1 (configuration not stated) | 85 | 94 | 94 | 94 | 96 | 81 | 65 | 74 | 83
35 | Cc1cc(=O)oc(C)c1C(=O)O | 103 | 103 | 119 | 123 | 103 | 109 | 109 | 104 | 107
36 | NNC(=O)NC(N)=O | 104 | 105 | 105 | 110 | 106 | 98 | 103 | 100 | 96
37 | Cc1nc([N+](=O)[O-])c(Sc2nncc(-c3ccccc3)n2)n1C | 77 | 77 | 74 | 92 | 98 | 68 | 53 | 85 | 104
38 | CNC(C)C(Nc1cc(OC)cc2cccnc12)c1ccccc1 (configuration not stated) | 79 | 89 | 99 | 109 | 96 | 100 | 88 | 77 | 95
39 | COc1ccc(/C=C2\SC(=S)NC2=O)cc1OC | 58 | 97 | 102 | 98 | 81 | 89 | 82 | 95 | 99
40 | CC(C)COC(=O)NC1c2ccccc2Oc2ccccc21 | 83 | 92 | 108 | 83 | 102 | 103 | 98 | 98 | 99
41 | Cc1c(C(c2ccccc2)c2[nH]c3ccccc3c2C)[nH]c2ccccc12 | 71 | 94 | 88 | 104 | 108 | 90 | 70 | 86 | 94
42 | CC1(C)[C@@H](O[C@@H]2OC[C@@H](O[C@@H]3O[C@H](CO)[C@@H](O)[C@H](O)[C@H]3O[C@@H]3OC[C@@H](O)[C@H](O)[C@H]3O)[C@H](O)[C@H]2O[C@@H]2O[C@H](CO)[C@@H](O)[C@H](O)[C@H]2O)CC[C@]2(C)[C@H]3CC[C@]45OC[C@@]6(CC[C@](C)(C=O)C[C@H]64)[C@H](O)C[C@@]5(C)[C@]3(C)CC[C@@H]12 | -79* | -58* | -94* | -87* | -82* | -46* | -76* | -85* | -62*
43 | CC1CC(O)CC(C)(C)C1 (configuration not stated) | 94 | 110 | 102 | 98 | 109 | 100 | 100 | 100 | 90
44 | C=C1[C@@H](O)CC[C@@H]2[C@@](C)(CCc3ccoc3)[C@H](C)CC[C@@]12C | 97 | 107 | 110 | 97 | 99 | 108 | 106 | 100 | 111
45 | Cc1ccccc1NC(=O)/C=C/c1ccc(OCCOc2ccc3c(C)cc(=O)oc3c2)cc1 | 84 | 99 | 103 | 92 | 114 | 75 | 98 | 97 | ·
46 | Cn1c(=N)oc(=O)c2ccccc21 | 102 | 96 | 114 | 102 | 113 | 104 | 106 | 101 | 104
47 | Cc1ccc(S(=O)(=O)NC2(C(=O)O)CCCC2)cc1 | 98 | 107 | 107 | 128 | 110 | 110 | 108 | 118 | 113
48 | O=C1/C(=C2\SC(=S)N(C3CCCCC3)C2=O)SC(=S)N1C1CCCCC1 | 86 | 102 | 109 | 104 | 101 | 103 | 107 | 99 | 102
49 | Cn1c(=O)c2c(nc(NN)n2C)n(C)c1=O | 113 | 104 | 106 | 111 | 91 | 104 | 100 | 104 | 107

High-throughput results deposited in PubChem BioAssay by NCI.
